AMPAR-TARP mod – modulators of GluA2-stargazin AMPA receptor complexes, primary screen, cell-based, membrane potential dye; actives 3.5% (n = 40,000); HEK293 GluA2+stargazin, membrane potential dye (FDSS), glutamate EC50; hits were called plate by plate, in both directions; calls only at 30 µM; AID 1259245, 2017;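 active = any of four per-well response measures lying three or more SD from its plate-wide compound average, in either direction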
Target sequence (O88602 whole entry, looked up): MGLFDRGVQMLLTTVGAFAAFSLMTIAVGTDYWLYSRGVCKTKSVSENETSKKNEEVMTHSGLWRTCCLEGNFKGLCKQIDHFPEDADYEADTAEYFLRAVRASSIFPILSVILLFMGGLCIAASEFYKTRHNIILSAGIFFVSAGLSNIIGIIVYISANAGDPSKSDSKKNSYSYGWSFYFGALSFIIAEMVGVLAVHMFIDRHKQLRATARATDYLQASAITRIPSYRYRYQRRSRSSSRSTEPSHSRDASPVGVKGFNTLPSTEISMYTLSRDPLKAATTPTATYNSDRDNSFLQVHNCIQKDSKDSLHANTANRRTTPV
Target sequence (P19491 whole entry, looked up): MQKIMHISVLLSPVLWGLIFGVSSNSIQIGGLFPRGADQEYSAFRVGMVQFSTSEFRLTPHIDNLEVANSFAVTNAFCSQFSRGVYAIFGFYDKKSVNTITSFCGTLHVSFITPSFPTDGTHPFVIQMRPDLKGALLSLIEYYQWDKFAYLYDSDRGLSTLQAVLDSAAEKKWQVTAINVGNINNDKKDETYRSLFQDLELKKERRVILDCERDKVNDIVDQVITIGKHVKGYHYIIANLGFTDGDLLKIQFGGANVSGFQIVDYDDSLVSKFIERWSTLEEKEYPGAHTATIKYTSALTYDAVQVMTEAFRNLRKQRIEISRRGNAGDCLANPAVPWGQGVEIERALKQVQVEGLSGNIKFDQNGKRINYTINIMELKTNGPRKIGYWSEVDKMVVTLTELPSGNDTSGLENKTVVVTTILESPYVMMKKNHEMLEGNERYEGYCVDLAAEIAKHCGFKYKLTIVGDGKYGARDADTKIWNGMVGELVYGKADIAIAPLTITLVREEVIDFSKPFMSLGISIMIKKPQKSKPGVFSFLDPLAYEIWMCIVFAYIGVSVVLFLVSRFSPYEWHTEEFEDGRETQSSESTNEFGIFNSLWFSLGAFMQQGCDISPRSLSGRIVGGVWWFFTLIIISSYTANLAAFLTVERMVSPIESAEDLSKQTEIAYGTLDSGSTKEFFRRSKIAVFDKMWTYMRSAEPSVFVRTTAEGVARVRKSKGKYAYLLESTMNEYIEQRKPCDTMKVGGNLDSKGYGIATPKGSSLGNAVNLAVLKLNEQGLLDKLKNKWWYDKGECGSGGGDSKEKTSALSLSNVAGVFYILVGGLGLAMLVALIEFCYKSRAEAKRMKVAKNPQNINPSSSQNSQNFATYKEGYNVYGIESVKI
AMPAR-TARP mod agonism max-min – also measured in AMPAR-TARP mod; calls as there; compound max-min signal; compound-alone response (agonism);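 unitless range of fluorescence divided by baseline over first 100 seconds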
AMPAR-TARP mod glutamate slope – recorded beside AMPAR-TARP mod, whose call it bears; glutamate slope, % of max; measured here: glutamate response slope, % max;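 scaled per plate between vehicle wells and maximal 1 mM glutamate control wells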
Active calls of the source: *; i = inactive; + = active, no number. An excerpt. The share of hits here may be higher or lower than overall.

cpd	Molecule	AMPAR-TARP mod	AMPAR-TARP mod agonism max-min	AMPAR-TARP mod glutamate slope
1	COc1cc(/C=C/C(=O)NCCc2ccsc2)cc(OC)c1OC	i	0.023	32
2	Cc1cc(C(=O)N(CC2CCCO2)c2nc3c(C)ccc(Cl)c3s2)on1 (centres undefined)	i	0.044	65
3	CCCNC(=O)c1ccc2c(=O)n(CC3CCCO3)c(SCC#N)nc2c1 (centres undefined)	i	0.064	48
4	O=C(NCC1CCCO1)N1CCOCC1 (centres undefined)	i	0.054	64
5	CS(=O)(=O)N(CC(=O)NC1CC1)c1ccc(Cl)c(C(F)(F)F)c1	i	0.069	-7
6	Cc1ccc(-n2nnc3c(N4CCN(C(=O)c5cc(=O)c6ccccc6o5)CC4)ncnc32)cc1	i	0.035	43
7	COCCNC(=O)CN1C(=O)COc2ccccc21	i	0.047	45
8	O=C(CCc1csc(NS(=O)(=O)c2ccccc2)n1)N1CCN(Cc2ccccc2)CC1	i	0.088	56
9	CC(C)S(=O)(=O)Nc1ccc2c(c1)CN(C(=O)C1CC1)CC2	i	0.048	51
10	CS(=O)(=O)c1ccc(CC(=O)Nc2sccc2C#N)cc1	i	0.12	57
11	CCN1CCC2(CC1)Oc1ccc(Br)cc1C1CC(c3cccs3)=NN12 (centres undefined)	i	0.068	51
12	CCc1ccccc1NC(=O)CCCn1nc(-c2ccc(OC)c(OC)c2)ccc1=O	i	0.049	30
13	O=C(COc1ccccc1)N1CCCC(c2nnc(Cc3ccc(F)cc3)o2)C1 (centres undefined)	i	0.12	54
14	Cc1ccc(Cl)cc1N1CCN(Cc2nc3c(c(=O)[nH]c(=O)n3C)n2CC(=O)c2ccccc2)CC1	i	0.11	58
15	COc1cc(C)c(C)cc1S(=O)(=O)NCCC(O)c1ccco1 (centres undefined)	i	0.15	47
16	Cc1ccc(Cl)cc1N1CCN(C(=O)C2CC(=O)c3ccccc32)CC1 (centres undefined)	+	0.19*	55*
17	COc1ccc(CNC(=O)C(=O)NCC2OCCCN2S(=O)(=O)c2ccc(OC)c(C)c2)cc1 (centres undefined)	i	0.097	61
18	CC1(C)CC(NS(=O)(=O)CC23CCC(CC2=O)C3(C)C)CC(C)(C)N1 (centres undefined)	i	0.12	50
19	CCc1ccccc1NC(=O)C(=O)NCC1CCN(Cc2ccco2)CC1	i	0.044	55
20	COc1ccc(CCC(=O)Nc2cc(-n3c(C)nc4ccccc4c3=O)ccc2F)cc1	i	0.084	52
21	Cn1c(=O)c2c(nc3n2CCN3c2cccc(OCc3ccc(F)cc3)c2)n(C)c1=O	i	0.13	69
22	Cn1nc(-c2ccccc2)cc1C(=O)NCC#CCN1CCc2ccccc2C1	i	0.083	50
23	O=C(Nc1nnc(-c2ccc3c(c2)CCCC3)o1)c1cc2ccccc2o1	i	0.077	56
24	COc1cccc(-c2nnc(NC(=O)c3ccccc3C)o2)c1	i	0.11	62
25	COc1ccc(/C=C2\Oc3cc(OC(=O)c4cccs4)ccc3C2=O)cc1OC	i	0.13	62
26	CCCCOC(=O)c1ccc(NC2C=CS(=O)(=O)C2)cc1 (centres undefined)	i	0.051	45
27	Cn1nc(NC(=O)c2ccc(F)cc2F)c2c1NC(=O)CC2c1ccco1 (centres undefined)	i	0.11	66
28	CCN(CC)C(=O)Oc1ccc2c(c1)O/C(=C\c1cc(OC)c(OC)c(OC)c1)C2=O	i	0.12	67
29	O=C(Cc1csc(-n2cccc2)n1)Nc1ccc(F)c(C(F)(F)F)c1	i	0.15	50
30	CN1CCOc2ccc(NS(=O)(=O)c3ccc4c(c3)CCCC4)cc2C1=O	i	0.063	9
31	O=C(c1c(F)cccc1F)N1CCN(C(=O)c2cnn3ccccc23)CC1	i	0.085	55
32	CNC(=O)Cc1ccc(NC(=O)c2ccc(-c3ccccc3)cc2)cc1	i	0.091	52
33	CCOC(=O)N1CCN(C(=O)c2cnc3n(c2=O)CCS3)CC1	i	0.044	52
34	COc1ccc(CNC(=O)N2CCCN(CCn3cccn3)CC2)cc1	i	0.12	73
35	COc1cc(NC(=O)c2nnn(-c3cc(Cl)c(OC)cc3OC)c2C)cc(OC)c1	i	0.045	49
36	Cc1nn(C2CCS(=O)(=O)C2)c2nc(-c3cccs3)cc(C(=O)NC3CCCC3)c12 (centres undefined)	i	0.053	54
37	COCC(=O)NCC1(c2cccs2)CCOCC1	i	0.11	50
38	O=C(c1cc2ccccc2oc1=O)N1CCN(C(=O)c2cnn3ccccc23)CC1	i	0.086	55
39	COc1cn(CC(=O)NC2CCCC2)c(CSc2nc(C)cs2)cc1=O	i	0.039	57
40	CCOC(=O)c1ccc(NC(=O)Cc2ccc(S(=O)(=O)CC)cc2)cc1	i	0.086	62
41	COCC(C)(O)CNC(=O)C(C)(C)C (centres undefined)	i	0.1	60
42	CS(=O)(=O)N1CCCC(C(=O)Nc2nc(-c3nc4ccccc4s3)cs2)C1 (centres undefined)	i	0.1	33
43	COc1ccc(-c2csc(NC(=O)Cc3ccc(S(C)(=O)=O)cc3)n2)cc1	i	0.098	50
44	O=C(NCc1cccs1)N1CCC(c2ccsc2)CC1	i	0.061	58
45	COCCNC(=O)Cc1csc(Nc2ccc(OC(F)(F)F)cc2)n1	i	0.15	58
46	Cc1cc(NC(=O)Cn2cnc(-c3cccs3)cc2=O)no1	i	0.11	60
47	O=C(NCC(O)c1ccsc1)c1cccs1 (centres undefined)	i	0.087	62
48	COCCNC(=O)Cc1ccc(NC(=O)CCc2ccc(OC)cc2)cc1	i	0.091	63
49	O=C(NCc1cccnc1)C(=O)Nc1cccc(N2CCCC2=O)c1	i	0.032	59
50	Cc1cccc(-n2nc3c(c2NC(=O)C(=O)NCc2ccco2)CS(=O)(=O)C3)c1	i	0.061	90
51	COc1cccc(-c2nnc3ccc(OCCNC(=O)Nc4cccs4)nn23)c1	i	0.16	61
52	CSc1ccc(C2C(C(=O)Nc3ccc(F)cc3)=C(C)NC3=C2C(=O)CCC3)cc1 (centres undefined)	i	0.1	45
53	COc1ccc(S(=O)(=O)NCCC(=O)O)cc1N(C)S(=O)(=O)c1ccc(C)cc1	i	0.067	54
54	CN(C)C(=O)Cc1ccc(NC(=O)c2cccc(C(F)(F)F)c2)cc1	i	0.063	40
55	COc1ccc(C)cc1S(=O)(=O)Nc1ccc(C)c(N2CCCCC2=O)c1	i	0.041	59
56	O=S(=O)(Cc1ccccc1)N1CCN(Cc2nc(-c3ccccc3)cs2)CC1	i	0.15	52
57	CCOc1cc(C(=O)Nc2ccc3c(c2)N(C(C)=O)CCC3)cc(OCC)c1OCC	i	0.064	52
58	CCn1c(-n2nc(C)cc2C)nc2c1c(=O)n(CC(=O)OC)c(=O)n2C	i	0.07	58
59	O=C(COc1ccccc1F)N(CCc1ccccc1)Cc1ccccn1	i	0.049	54
60	COc1ccc(-c2nc3sc(CCNC(=O)NCc4ccc(Cl)cc4)c(C)n3n2)cc1	i	0.14	44

Pulled by structure from the entries so far (6):
cpd	Molecule	AMPAR-TARP mod	AMPAR-TARP mod agonism max-min	AMPAR-TARP mod glutamate slope
53	COc1ccc(S(=O)(=O)NCCC(=O)O)cc1N(C)S(=O)(=O)c1ccc(C)cc1	i	0.067	54
40	CCOC(=O)c1ccc(NC(=O)Cc2ccc(S(=O)(=O)CC)cc2)cc1	i	0.086	62
31	O=C(c1c(F)cccc1F)N1CCN(C(=O)c2cnn3ccccc23)CC1	i	0.085	55
44	O=C(NCc1cccs1)N1CCC(c2ccsc2)CC1	i	0.061	58
57	CCOc1cc(C(=O)Nc2ccc3c(c2)N(C(C)=O)CCC3)cc(OCC)c1OCC	i	0.064	52
33	CCOC(=O)N1CCN(C(=O)c2cnc3n(c2=O)CCS3)CC1	i	0.044	52

Remaining list, next part.
cpd	Molecule	AMPAR-TARP mod	AMPAR-TARP mod agonism max-min	AMPAR-TARP mod glutamate slope
61	COC(=O)c1sccc1S(=O)(=O)N(CC(=O)Nc1cc(C)ccc1C)c1ccc(Cl)cc1	i	0.06	59
62	COC(=O)c1ccc(C(=O)OC)c(NC(=O)CN2C(=O)c3ccccc3S2(=O)=O)c1	i	0.089	55
63	COC(=O)Cn1c(=O)c2c(nc3n2CC(C)CN3c2ccc(C)cc2)n(C)c1=O (centres undefined)	i	0.11	66
64	O=C(c1ccc(Cl)c(S(=O)(=O)N2CCCC2)c1)N1CCN(c2ccccc2F)CC1	i	0.033	82
65	CCN1CCCc2cc(CCNC(=O)C(=O)Nc3ccc(C)cc3)ccc21	i	0.071	6
66	COC(=O)c1ccc(NC(=O)CCc2c(C)nn(-c3nc(C)cc(=O)[nH]3)c2C)cc1	i	0.097	63
67	COc1ccc(-c2cc(CC(=O)N3CCCCC3C)no2)cc1 (centres undefined)	i	0.027	22
68	CCc1cccc2sc(NC(=O)c3ccc(S(=O)(=O)C(C)C)cc3)nc12	i	0.13	68
69	Cc1nc(N2CCN(c3ccccc3)CC2)nc(N2CCCC2)c1[N+](=O)[O-]	i	0.092	71
70	CCOC(=O)CCC(=O)NCC1(c2ccc(OC)cc2)CCCC1	i	0.066	51
71	CC(C)c1ccccc1OCCOCC(O)CN1CCN(Cc2ccc3c(c2)OCO3)CC1 (centres undefined)	i	0.066	56
72	CCOC(=O)Cn1c(=O)c2c(nc3n2CCCN3c2ccc(OC)cc2OC)n(C)c1=O	i	0.049	56
73	O=C(Nc1ccc(CC(=O)N2CCCC2)cc1)c1ccccc1C(F)(F)F	i	0.055	23
74	COc1ccccc1CNC(=O)C(=O)NCCC1=CCCCC1	i	0.074	72
75	Cc1ccc(NC(=O)Cn2cnc(C(C)C)cc2=O)c(C)c1	i	0.08	59
76	N#Cc1ccccc1NC(=O)C(=O)NCC1CCN(Cc2cccs2)CC1	i	0.071	54
77	O=C(c1cc2ccccc2o1)N(C(=O)N1CCCCC1)c1ccc(Cl)cc1	i	0.064	47
78	O=C(CSc1nnc(-c2ccncc2)o1)NC1CCCC1	i	0.031	43
79	Cc1ccc(CNC(=O)CSC2=NS(=O)(=O)c3ccccc3N2)cc1	i	0.071	30
80	O=C(c1cnn2ccccc12)N1CCN(C(=O)C2(c3ccc(Cl)cc3)CCCC2)CC1	i	0.04	59
81	COc1ccc(C(=O)C2C(=O)N(c3ccccc3)N=C2C)c(OC)c1 (centres undefined)	+	0.088*	73*
82	CSc1ccccc1NC(=O)Cc1cc(=O)oc2cc(C)ccc12	i	0.048	51
83	O=C(Cc1ccc(NC(=O)Cc2ccc(Cl)cc2)cc1)NCc1cccs1	i	0.086	53
84	NC(=O)C1Cc2ccccc2N1C(=O)c1ccc([N+](=O)[O-])cc1 (centres undefined)	i	0.11	55
85	COc1ccccc1NC(=O)CN1CCN(CC(=O)Nc2ccc(C)c(F)c2)CC1	i	0.083	39
86	Cc1cc(N(C)C)nc(-n2cc([N+](=O)[O-])cn2)n1	+	0.18*	63*
87	Cc1noc(C2CN(C(=O)COc3cccc4c3OC(C)(C)C4)C2)n1	i	0.16	48
88	O=C(NCCC(O)c1cccs1)C1(c2ccccc2)CCOCC1 (centres undefined)	i	0.11	59
89	Cc1ccc(-c2ccc(=O)n(CCCC(=O)Nc3ccc(S(N)(=O)=O)cc3)n2)cc1	i	0.022	25
90	CCN(CC)C(=O)Cn1cc(C(=O)C(=O)NCCOC)c2ccccc21	i	0.045	55

In the list so far, these contain an NH in an aromatic ring:
cpd	Molecule	AMPAR-TARP mod	AMPAR-TARP mod agonism max-min	AMPAR-TARP mod glutamate slope
14	Cc1ccc(Cl)cc1N1CCN(Cc2nc3c(c(=O)[nH]c(=O)n3C)n2CC(=O)c2ccccc2)CC1	i	0.11	58
66	COC(=O)c1ccc(NC(=O)CCc2c(C)nn(-c3nc(C)cc(=O)[nH]3)c2C)cc1	i	0.097	63

An excerpt from above, reduced to AMPAR-TARP mod agonism max-min.
no. | mol | AMPAR-TARP mod agonism max-min
67 | COc1ccc(-c2cc(CC(=O)N3CCCCC3C)no2)cc1 (centres undefined) | 0.027
80 | O=C(c1cnn2ccccc12)N1CCN(C(=O)C2(c3ccc(Cl)cc3)CCCC2)CC1 | 0.04

Following part:
cpd	Molecule	AMPAR-TARP mod	AMPAR-TARP mod agonism max-min	AMPAR-TARP mod glutamate slope
91	O=C(COc1ccc2ccccc2c1)Nc1cccc(N2CCCC2=O)c1	i	0.094	60
92	COc1ccc(S(=O)(=O)N2CCCC2C(=O)NC2=NCCS2)cc1 (centres undefined)	i	0.038	37
93	CC(Sc1nnnn1-c1ccccc1)C(=O)N(C)Cc1cc(=O)[nH]c2ccccc12 (centres undefined)	i	0.12	52
94	Cc1ccc(=O)n(CCNC(=O)C2CC(=O)N(c3ccc(C)c(C)c3)C2)n1 (centres undefined)	i	0.087	58
95	CC1Cc2c(NC(=O)COc3ccc(Cl)cc3)nn(C)c2NC1=O (centres undefined)	i	0.095	58
96	COc1ccc(N2CCN(C(=O)c3cc(C(F)(F)F)cc(C(F)(F)F)c3)CC2)nn1	i	0.052	49
97	Cc1ccc(-c2nc3c(C)cc(C)cc3c(=O)o2)cc1	i	0.13	46
98	Cc1nc(Nc2cccc(F)c2)nc(N2CCCC2)c1[N+](=O)[O-]	i	0.093	58
99	COCCNC(=O)c1sc2c(cnc3ccc(OC)cc32)c1-c1ccccc1	i	0.1	48
100	COc1ccc(OC)c(-c2ccc(N3CCN(C(=O)CCCc4ccccc4)CC3)nn2)c1	i	0.031	30
101	CCN(CC)C(=O)CCCCCn1c(=S)[nH]c2ccccc2c1=O	+	0.063*	15*
102	CSc1ccccc1NC(=O)C(=O)NCC(C)(O)C1CC1 (centres undefined)	i	0.11	67
103	CC(C)N(C(=O)CSc1nc(=O)n2ccccc2n1)C(C)C	i	0.058	49
104	CC(=O)c1cccc(NS(=O)(=O)CCOc2ccc(F)cc2)c1	i	0.15	56
105	Cc1ccc(S(=O)(=O)N(C)c2ccsc2C(=O)n2nc(C)cc2C)cc1	i	0.072	61
106	O=C(C1c2ccccc2Oc2ccccc21)N1CCN(c2ccc(-c3ccncc3)nn2)CC1	+	0.25*	49*

Screening data from PubChem BioAssay.
